# Screening results: PubChem BioAssay, National Center for Advancing Translational Sciences (NCATS)
# POLB inh = qHTS Assay for Inhibitors of DNA Polymerase Beta; P06746; Pol beta primer extension/strand displacement, fluorescence kinetic; Potency, µM (highest dose often 114 µM), for the others: top-dose activity change, negative = inhibition, most hits filed as inhibitors; 340,000 compounds, 1.3% hits; also: potency is read from the fitted curve at half-maximal effect; % is scaled to controls: 0 for no effect and ±100 for the full control effect
#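 Curves were derived by four-parameter Hill fits of normalized qHTS data. The kinetic fluorescent primer-extension read was taken at 0 and 10 min after 50 nM substrate, following a 15 min room-temperature preincubation of 10 nM enzyme with compounds.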
# APE1 inh = qHTS Assay for Inhibitors of the Human Apurinic/apyrimidinic Endonuclease 1 (APE1); AID 2517, 2012; DNA repair nuclease/redox regulator APEX1 (Homo sapiens), P27695; 350,000 compounds, 0.35% hits; Potency, µM (series often up to 65.8 µM), for the others: at the top dose activity change, negative = inhibition, hits mostly inhibitors; recombinant APE1, TAMRA/BHQ-2 abasic DNA cleavage fluorescence;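 also: potency is read from the fitted curve at half-maximal effect; plate controls were vehicle for no effect and reference inhibitor for full effect; nearly all actives have a fitted effect of over 55% in size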
# Target sequence (P27695 whole entry, looked up): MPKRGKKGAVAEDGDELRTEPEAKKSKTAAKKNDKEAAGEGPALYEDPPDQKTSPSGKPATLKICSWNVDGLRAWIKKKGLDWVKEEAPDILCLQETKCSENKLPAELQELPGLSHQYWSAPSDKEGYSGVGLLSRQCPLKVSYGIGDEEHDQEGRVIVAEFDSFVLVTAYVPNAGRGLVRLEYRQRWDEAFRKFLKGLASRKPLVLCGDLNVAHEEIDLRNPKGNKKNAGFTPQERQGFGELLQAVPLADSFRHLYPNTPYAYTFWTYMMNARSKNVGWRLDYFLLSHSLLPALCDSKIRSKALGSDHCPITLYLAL
#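 Substrate: short duplex with […] THF abasic site, 5'-TAMRA and 3'-BHQ-2, 50 nM final. APE1 at 0.75 nM, preincubated 15 min RT with compound. Fluorescence increase from first to third read measured activity.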
# Pol kappa inh = qHTS for Inhibitors of Polymerase Kappa. DNA polymerase kappa (Homo sapiens), Q9UBT6. purified Pol kappa, fluorescent DNA synthesis assay, 10 min. Potency, µM (highest dose often 107 µM), for inactives: top-dose activity, negative = inhibition, usual class: inhibitors. 400,000 compounds, 0.53% hits. AID 588579, 2011; also: potency is read from the fitted curve at half-maximal effect; % is scaled to controls: 0 for no effect and ±100 for the full control effect
#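 Enzyme at 10 nM met test compounds for 15 min at room temperature. Substrate addition (50 nM final) began the reaction, which was monitored by fluorescence at 0 and 10 min.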
# Pol iota inh = qHTS for Inhibitors of Polymerase Iota | Pol iota fluorescent replication assay, 10 min | Potency, µM (top dose mostly 115 µM), without a hit: at the top dose activity, negative = inhibition, usual class: inhibitors | 390,000 compounds, 1% hits; also: potency is read from the fitted curve at half-maximal effect
#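 Fluorescent replication assay read twice, at 0 min and 10 min after adding 50 nM (final) substrate. Enzyme (10 nM) and compounds were first incubated 15 min at room temperature; enzyme-free buffer wells were negative controls.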
# Anesthetic bind = qHTS Assay for Identification of Novel General Anesthetics; Ferritin light chain (Equus caballus), P02791; apoferritin/1-aminoanthracene competitive binding, fluorescence; Potency, µM (titrated, usually from 77.5 µM), for the others: at the highest dose activity change, negative = displacement, usual class: inhibitors; 350,000 compounds, 0.074% hits; AID 485281, 2010; also: potency is read from the fitted curve at half-maximal effect; % is scaled to controls: 0 for no effect and ±100 for the full control effect; nearly all actives have a fitted effect of over 20% in size
#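 In PBS, apoferritin at 10 uM is loaded with 1-AMA from a 50% saturated solution. After 10 min of compound exposure at ambient temperature, reduced 535 nm fluorescence indicates probe displacement.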
# BLM helicase inh = qHTS Assay for Inhibitors of Bloom's syndrome helicase (BLM); RecQ-like DNA helicase BLM (Homo sapiens), P54132; recombinant BLM DNA unwinding, fluorescence dequenching; Potency, µM (titrated, usually from 56.1 µM), without a hit: top-dose activity change, negative = inhibition, most hits filed as inhibitors; 350,000 compounds, 0.2% hits;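 also: potency is read from the fitted curve at half-maximal effect; plate controls were vehicle for no effect and no enzyme for full effect; nearly all actives have a fitted effect of over 35% in size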
# RXFP1 antagonist = qHTS Assay for Antagonists of the Relaxin Receptor RXFP1; Relaxin receptor 1 (Homo sapiens), Q9HBX9; HEK293-RXFP1, relaxin-stimulated cAMP HTRF, 30 min; stronger effect = lower value; activity change, negative = inhibition, % at 57.5 µM; 350,000 compounds, 0.59% hits; AID 1259400, 2018;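 active = activity change of -60% or lower, but not beyond a set lower limit; inconclusive = change between -60% and -40%, or beyond the set limit; inactive = change above -40%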; also: % is scaled to controls: 0 for no effect and ±100 for the full control effect
# Target sequence (Q9HBX9 whole entry, looked up): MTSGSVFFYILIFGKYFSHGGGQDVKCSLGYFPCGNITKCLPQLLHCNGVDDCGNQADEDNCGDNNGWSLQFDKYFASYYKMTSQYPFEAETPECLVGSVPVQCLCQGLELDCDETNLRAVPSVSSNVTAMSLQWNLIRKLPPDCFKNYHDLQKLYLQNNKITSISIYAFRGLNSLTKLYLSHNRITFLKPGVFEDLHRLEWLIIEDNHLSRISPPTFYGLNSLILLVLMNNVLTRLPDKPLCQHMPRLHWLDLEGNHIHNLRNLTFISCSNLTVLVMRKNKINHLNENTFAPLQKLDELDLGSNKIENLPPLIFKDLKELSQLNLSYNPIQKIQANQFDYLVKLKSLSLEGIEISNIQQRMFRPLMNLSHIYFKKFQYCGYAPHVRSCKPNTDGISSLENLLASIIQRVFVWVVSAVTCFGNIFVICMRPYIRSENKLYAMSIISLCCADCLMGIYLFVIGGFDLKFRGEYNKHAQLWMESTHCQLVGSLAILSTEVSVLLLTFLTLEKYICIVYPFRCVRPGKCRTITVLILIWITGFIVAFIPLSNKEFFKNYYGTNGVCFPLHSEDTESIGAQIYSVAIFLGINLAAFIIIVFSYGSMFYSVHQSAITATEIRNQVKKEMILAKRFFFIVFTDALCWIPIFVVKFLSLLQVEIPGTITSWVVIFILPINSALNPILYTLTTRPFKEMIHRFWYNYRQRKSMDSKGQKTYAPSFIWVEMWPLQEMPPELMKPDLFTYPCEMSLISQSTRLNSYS
# Pol eta inh = qHTS for Inhibitors of Polymerase Eta | DNA polymerase eta (Homo sapiens), Q9Y253 | recombinant Pol eta, fluorescent DNA replication assay | Potency, µM (highest dose often 114 µM), for inactives: at the top dose activity change, negative = inhibition, usual class: inhibitors | 390,000 compounds, 1.2% hits; also: potency is read from the fitted curve at half-maximal effect; % is scaled to controls: 0 for no effect and ±100 for the full control effect
#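 Fluorescent replication assay: 50 nM final substrate added after a 15 min room-temperature compound preincubation with 10 nM enzyme. Signal taken at 0 min and again at 10 min.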
# Tb PGK inh = qHTS Assay to Find Inhibitors of Phosphoglycerate Kinase. Phosphoglycerate kinase, glycosomal (Trypanosoma brucei brucei), P07378. PGK/GAPDH coupled, Kinase-Glo luminescence, 60 min. Potency, µM (doses to about 57.5 µM), without a hit: at the top dose activity change, negative = inhibition, hits mostly inhibitors. 380,000 compounds, 0.043% hits. AID 602233, 2012; also: potency is read from the fitted curve at half-maximal effect; % is scaled to controls: 0 for no effect and ±100 for the full control effect; nearly all actives have a fitted effect of over 60% in size
#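 Recombinant glycosomal PGK reaction used 1,3-bisphosphoglycerate generated in-well by GAPDH (100nM final) in 100mM TEA pH 7.6, 5mM MgCl2, 0.01% Tween-20. After 60 minutes at room temperature, ATP was read by Kinase-Glo Plus luminescence end-point.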
# The depositor's hits bear a star; i = inactive; ? = inconclusive; · = not tested or not shown; [ ] = remark or other dose. Unless noted, calls follow the shape of the dose curve; as a rule, active = well fitted curve in the direction sought with a large enough effect; inconclusive = small, poorly fitted or top-dose-only effect, or another doubt; inactive = no such curve, though single readings can be large; an effect the other way counts as inactive or inconclusive. The list is partial (hit frequency here may not be typical).
SMILES,POLB inh,APE1 inh,Pol kappa inh,Pol iota inh,Anesthetic bind,BLM helicase inh,RXFP1 antagonist,Pol eta inh,Tb PGK inh
O=C(NCC(c1cccs1)N1CCOCC1)c1cc2ccccc2o1 (stereo not given),23%,-1%,-8%,9%,-14%,-2%,21,-9%,·
CCCCN(CCCC)S(=O)(=O)c1ccc2oc(C(=O)N3CCOCC3)c(C)c2c1,8%,14%,0%,20%,?,-12%,-14,-21%,-1%
CCN(C(=O)COC(=O)c1nc2nc(C)cc(C)n2n1)C1CCCCC1,·,19%,-13%,24%,·,·,-8,-1%,-11%
O=C(NCc1ccc(F)cc1Cl)c1ccc(CSCc2ccccc2Cl)o1,-3%,·,-3%[60.1 µM],-13%,10%,-9%,-3,-19%,i
Cc1ccn2nc(C(=O)OCC(=O)N(CC(C)C)C3CCS(=O)(=O)C3)nc2n1 (stereo not given),·,24%,-15%,-9%,·,·,-6,-5%,i
O=C(Nc1ccc2c(c1)OCCO2)c1cccc2nc3ccccc3nc12,28%,9%,-9%,10%,-11%,-8%,-1,?,7%
CCOC(=O)c1cc2c(ccn2-c2ccc(F)cc2)n1CC(=O)N(CC)CC,-21%,4%,-2%,31%[activator],-2%,-11%,-4,-11%,-2%
CC(C)[C@H](NC(=O)C1CCN(C(=O)[C@@H]2CCCN2)CC1)C(=O)NCc1ccc(F)cc1,22%,36%,4%,-8%,0%,-1%,·,-1%,-4%
COc1ccc(Br)cc1CNC(=O)Cn1nc(C)n2cccc2c1=O,?,85%[activator],12%,41%[activator],-23%,2%,-10,-4%,-7%
CCNc1nnc(CCn2nc(C)c(Br)c2C)s1,32%,0%,-10%,-3%,-2%,-3%,15,5%,4%
Nc1c(N(Cc2ccco2)C(=O)COc2ccc(Cl)cc2)c(=O)[nH]c(=O)n1Cc1ccccc1,·,·,-7%,28%,·,·,-9,5%,5%
Cc1c(C(=O)N2CCOCC2)oc2ccc(S(=O)(=O)N3CCCC3)cc12,2%,14%,0%,0%,12%,3%,-18,9%,-3%
Cc1ccc2c(c1)-c1c(c(C(=O)N3CCN(c4cc(Cl)ccc4C)CC3)nn1C)CS2,0%,·,-3%[60.1 µM],-9%,45%[activator],-4%,?,-11%,-9%
CCOc1ccc(NS(=O)(=O)c2ccc(OCC)c3ncccc23)cc1,-16%,-8%,-18%,?,-15%,-2%,4,-8%,-4%
Cc1ccc(OCCn2cnc3sc(C(N)=O)c(C)c3c2=O)cc1,0%,-5%,·,·,-21%,-5%,·,·,·
CCN(CC)CCCN1C(=O)C(O)=C(C(=O)c2ccco2)C1c1ccc(C)o1 (stereo not given),·,·,-6%,21%,·,·,3,-6%,6%
O=C1CCCC(O)=C1C=NCc1ccccc1,-29%,-5%,0%,43%[activator],-5%,1%,-11,-12%,i
O=c1oc2ccccc2n1CCCOc1ccccc1,-23%,-2%,-3%,3%,-5%,0%,-4,-11%,2%
O=C(NNc1ccc([N+](=O)[O-])cc1)C12CC3CC(CC(C3)C1)C2,46%,2%,-4%,-7%,?,-4%,1,-8%,-1%
CNC(=O)C1=C(C)Nc2nc3ccccc3n2C1c1cccc(OC)c1 (stereo not given),-13%,6%,-2%,62%[activator],-9%,-5%,·,-22%,-1%

# Some of the entries above in a different format.
smiles | POLB inh | APE1 inh | Pol kappa inh | Pol iota inh | Anesthetic bind | BLM helicase inh | RXFP1 antagonist | Pol eta inh | Tb PGK inh
CCOC(=O)c1cc2c(ccn2-c2ccc(F)cc2)n1CC(=O)N(CC)CC | -21% | 4% | -2% | 31%[activator] | -2% | -11% | -4 | -11% | -2%
O=C(Nc1ccc2c(c1)OCCO2)c1cccc2nc3ccccc3nc12 | 28% | 9% | -9% | 10% | -11% | -8% | -1 | ? | 7%
Cc1ccc(OCCn2cnc3sc(C(N)=O)c(C)c3c2=O)cc1 | 0% | -5% | · | · | -21% | -5% | · | · | ·
CCNc1nnc(CCn2nc(C)c(Br)c2C)s1 | 32% | 0% | -10% | -3% | -2% | -3% | 15 | 5% | 4%
Cc1ccn2nc(C(=O)OCC(=O)N(CC(C)C)C3CCS(=O)(=O)C3)nc2n1 (stereo not given) | · | 24% | -15% | -9% | · | · | -6 | -5% | i
Cc1c(C(=O)N2CCOCC2)oc2ccc(S(=O)(=O)N3CCCC3)cc12 | 2% | 14% | 0% | 0% | 12% | 3% | -18 | 9% | -3%
CCN(CC)CCCN1C(=O)C(O)=C(C(=O)c2ccco2)C1c1ccc(C)o1 (stereo not given) | · | · | -6% | 21% | · | · | 3 | -6% | 6%

# The results go on.
SMILES,POLB inh,APE1 inh,Pol kappa inh,Pol iota inh,Anesthetic bind,BLM helicase inh,RXFP1 antagonist,Pol eta inh,Tb PGK inh
CCCCSc1ccc2nc(-c3ccc(C#N)cc3)cn2c1,4%,-5%,-16%,2%,314%[activator],-2%,2,-6%,-2%
COc1ccc(S(N)(=O)=O)cc1C(=O)NCC(C)(C)N1CCOCC1,12%,84%[activator],-3%,11%,-2%,2%,-24,6%,-5%
O=C(O)c1ccc(S(=O)(=O)N2CCOCC2)o1,11%,6%,2%,-9%,6%,0%,-3,5%,-3%
O=C(COC(=O)c1cccnc1Cl)Nc1ccc(S(=O)(=O)N2CCOCC2)cc1,·,42%,-2%,7%,·,·,-13,-7%,-6%
CCc1ccccc1NC(=O)CN(C)C(=O)CSc1nnc(Nc2ccc(C)cc2)s1,-2%,-1%,-8%,21%,-6%,1%,-1,-8%,-3%
Cc1ccc(C2c3c(oc4ccc(Cl)cc4c3=O)C(=O)N2CCCN2CCOCC2)o1 (stereo not given),12%,13%,·,·,-6%,5%,·,·,·
NS(=O)(=O)c1cnccc1Oc1cccc(Cl)c1,·,·,-5%,5%,·,·,-4,-4%,-6%
O=C(c1ccccc1)c1coc2c1C(=O)c1ccccc1C2=O,4%,-2%,-4%,68%[activator],-10%,-9%,-2,-3%,-6%
O=C(NCCN1CCOCC1)c1ccc(Cl)cc1[N+](=O)[O-],45%,2%,-2%,19%,-6%,-1%,-5,9%,·
CCC1CCCCN1CCNS(=O)(=O)c1ccc2c(c1)CCN2C(C)=O (stereo not given),15%,-1%,-9%,15%,-12%,4%,-1,-1%,-1%
Cc1ccc(SCc2cc(=O)n(C)[nH]2)cc1,?,-3%,-14%,-1%,-12%,-7%,3,-7%,5%
CN(CC(=O)Nc1ccccc1Br)C(=O)CCSc1ccc(F)cc1,·,-6%,-13%,-1%,·,·,-3,-17%,-1%
Cc1nnc(N2C(=O)c3ccc(Br)cc3C2=O)s1,?,4%,-2%,46%[activator],0%,1%,3,-14%,-2%
COC(=O)c1ccccc1OCCOCCOc1cccc2ccc(C)nc12,0%,-4%,1%,99%[activator],-10%,3%,-4,-13%,-8%
COc1cc(C(=O)NNC(=S)NCc2ccco2)cc(OC)c1OC,13%,0%,1%,-10%,-3%,-1%,-1,-6%,-4%
CC(C)Oc1ccc(CNC(=O)Cn2c(-c3cccs3)cc3ccccc32)cc1,30%,·,2%,8%,76%[activator],-1%,-20,-11%,0%
COCCCn1c(=O)c2ccccc2n(CC(=O)Nc2ccc3c(c2)OCCO3)c1=O,8%,-4%,10%,47%[activator],-12%,-2%,7,-2%,-7%
O=C1C2CC=C(Cl)CC2C(=O)N1CCCCCCN1C(=O)C2CC=C(Cl)CC2C1=O (stereo not given),20µM*,32µM*,79µM*,18µM*,2%,?,37,20µM*,·
CCCCOC(=O)c1ccc(NC(=O)c2c(Cl)ccc(Cl)c2OC)cc1,-40%,-4%,-16%,6%,-16%,-12%,-15,-20%,5%
COCCn1c(C)cc(C(=O)COC(=O)c2ccc(-n3nc(C)cc3C)cc2)c1C,4%,-6%,-12%,4%,-13%,-1%,-8,-12%,1%
COc1ccc(C(=O)NC2CCCc3c2cnn3-c2cccc(C)c2C)c(OC)n1 (stereo not given),21%,19%,-6%,2%,-2%,-9%,-116*,-22%,-2%
CCn1ccnc1CNC(=O)CC1C(=O)NCCN1Cc1ccc(F)cc1Cl (stereo not given),2%,-14%,-17%,28%,-16%,3%,10,-4%,6%
O=C(CN1CCN(Cc2ccc3c(c2)OCO3)CC1)Nc1ccc2[nH]c(=O)[nH]c2c1,·,15%,-15%,86%[activator],·,·,6,-7%,8%
Cc1cc(C)n(-c2ccc(C(=O)Nc3ccc(N4CCOCC4)cc3)cc2)n1,-1%,?,-1%,8%,-2%,-1%,-19,-7%,-8%
CCOc1ccccc1N1CC(c2nc3ccccc3n2CCCOc2ccccc2OC)CC1=O (stereo not given),17%,·,1%,6%,-11%,-1%,-5,-20%,-11%
Cc1cc2nccc(-c3ccccn3)n2n1,1%,-1%,-11%,112%[activator],1%,1%,-15,2%,i
Cc1ccccc1C(=O)NN1CC(C(=O)OCc2ccc(Cl)c(Cl)c2)CC1=O (stereo not given),7%,21%,8%,-24%,?,-4%,0,-19%,-10%
O=C(CSc1nnnn1-c1cccc2c1CCCC2)N1CCCC1,0%,3%,-3%,-3%,-5%,-2%,-2,-11%,2%
